Eya2 phos inh: blocks the phosphatase activity of human Eya2 | recombinant Eya2, OMFP fluorescence dephosphorylation (OMFP is methylfluorescein phosphate) | Potency, µM (top dose mostly 76.9 µM), without a hit: at the top dose activity, negative = inhibition, usual class: inhibitors | 0.006% of 330,000 active | AID 488837; note: potency is the fitted concentration of half-maximal effect; % is set by controls: 0 for no effect and ±100 for the full control effect
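Eya2 protein (added as 0.2 uM solution) was preincubated with compound for 10 min at ambient temperature in 50 mM HEPES pH 7.5, 50 mM NaCl, 5 uM MgCl2, 0.05% BSA, 1 mM DTT. OMFP (added at 50 uM) then reacted 10 min; fluorescence read at 485/525 nm.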
USP2a inh: blocks human ubiquitin-specific protease USP2a; AID 463254; Potency, µM (top dose mostly 38.3 µM), for the others: at the top dose activity change, negative = inhibition, hits mostly inhibitors; 0.01% of 330,000 active; O75604; USP2 core, Ub-CHOP2 coupled fluorogenic reporter, 485/531;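 note: potency is the fitted concentration of half-maximal effect; plate controls were DMSO wells for no effect and full inhibition by NEM control for full effect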
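USP2 core (10nM final) preincubated 30min RT with compound in 20mM Tris-HCl pH 8.0, 2mM CaCl2, 2mM beta-mercaptoethanol, 0.05% CHAPS; 25nM Ub-CHOP2 plus 25nM reporter substrate added, fluorescence (Ex485/Em531) read after 60min.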
KCNH2 WT inh: inhibitors of human wildtype KCNH2 potassium channel. activity change, % at 1.84 µM. AID 720551. Q12809. 0.37% of 340,000 active. U2OS, BacMam KCNH2, thallium flux FluxOr; hits give low values;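 active = maximum activity change below -70%; inconclusive = maximum activity change between -70% and -50%; inactive = maximum activity change above -50%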; note: % is set by controls: 0 for no effect and ±100 for the full control effect
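U2OS cells transduced with wild-type KCNH2 virus are loaded with FluxOr dye for 45 min, and thallium flux is measured in kinetic reads before and after stimulation buffer. Rate constants are normalized to DMSO controls.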
Mito fusion act: blocks mitochondrial division or promotes mitochondrial fusion. S. cerevisiae fusion-defective mutant growth rescue, CellTiterGlo 48 h. Potency, µM (doses to about 46.1 µM), for the others: at the highest dose growth rescue (activation), hits mostly activators. 0.23% of 320,000 active;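 note: potency is the fitted concentration of half-maximal effect; % of control where 0% means no effect; nearly all actives have a fitted effect of over 45% in size; temperature-sensitive fusion mutants such as fzo1-1 at 37 °C on non-fermentable ethanol glycerol medium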
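Growth-rescue viability read-out: after 48 h at the non-permissive 37C in glycerol/ethanol YPEG, yeast mitochondrial fusion mutants are measured by CellTiterGlo luminescence; compounds (23 nl pinned per well) restoring growth score as division inhibitors or fusion activators.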
TCR activator: activators of T cell receptors; 330,000 tested, under 10 active; Potency, µM (doses to about 9.22 µM), for inactives: top-dose activation of IL-2 secretion, actives largely listed as activators; AID 504894; primary human leukocytes, anti-CD3, IL-2 HTRF, 48 h; note: % of control where 0% means no effect
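1) Mix primary human leukocytes, a-CD3 beads and compound. 2) Incubate 48 hr. 3) Add HTRF IL-2 reagents (a-IL-2-K, a-IL-2-d2).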
ELG1 DNA repair: blocks ELG1-dependent DNA repair in HEK293T cells; AID 504467; HEK293T ELG1-luciferase reporter, luminescence, 16 h; DNA damage induced by 5-fluorouridine; 2.3% of 330,000 active; Potency, µM (highest dose often 46.1 µM), without a hit: at the highest dose activity change, negative = inhibition, hits mostly inhibitors; note: potency is the fitted concentration of half-maximal effect; % is set by controls: 0 for no effect and ±100 for the full control effect; nearly all actives have a fitted effect of over 55% in size
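Overnight (16 hr) co-exposure of 2,000 cells/well to 5-fluorouridine and compound at 37 °C preceded detection. Luciferase was quantified via ONE-Glo luminescence; loss of signal denotes inhibition.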
KCNH2 3.1 inh: inhibitors of human KCNH2 3.1 potassium channel isoform. U2OS KCNH2 3.1, thallium flux FluxOr; hits give low values. activity change, % (tested at about 1.8 µM). 0.95% of 340,000 active. AID 720553;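 active = maximum activity change below -70%; inconclusive = maximum activity change from -70% to -50%; inactive = maximum activity change above -50%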;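 note: thallium influx rate constant from kinetic fluorescence after stimulation buffer; % is set by controls: 0 for no effect and ±100 for the full control effect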
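Thallium flux read-out: FluxOr dye with Red40 quencher in HBSS/HEPES, 45 min at RT. Rate constants from kinetic reads were normalized to positive and negative DMSO controls. Cells: U2OS virally expressing the 3.1 isoform.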
TRPV1 ag: activates the human vanilloid receptor TRPV1; 0.19% of 320,000 active; AID 540275; Q8NER1; activation, % at 8.33 µM; TRPV1-expressing cells, Fluo-8 calcium influx, agonist mode; in the data active = activation above about 80%; inconclusive = between about 30% and that limit; note: 0% is about no effect
Target sequence (Q8NER1 whole entry, looked up): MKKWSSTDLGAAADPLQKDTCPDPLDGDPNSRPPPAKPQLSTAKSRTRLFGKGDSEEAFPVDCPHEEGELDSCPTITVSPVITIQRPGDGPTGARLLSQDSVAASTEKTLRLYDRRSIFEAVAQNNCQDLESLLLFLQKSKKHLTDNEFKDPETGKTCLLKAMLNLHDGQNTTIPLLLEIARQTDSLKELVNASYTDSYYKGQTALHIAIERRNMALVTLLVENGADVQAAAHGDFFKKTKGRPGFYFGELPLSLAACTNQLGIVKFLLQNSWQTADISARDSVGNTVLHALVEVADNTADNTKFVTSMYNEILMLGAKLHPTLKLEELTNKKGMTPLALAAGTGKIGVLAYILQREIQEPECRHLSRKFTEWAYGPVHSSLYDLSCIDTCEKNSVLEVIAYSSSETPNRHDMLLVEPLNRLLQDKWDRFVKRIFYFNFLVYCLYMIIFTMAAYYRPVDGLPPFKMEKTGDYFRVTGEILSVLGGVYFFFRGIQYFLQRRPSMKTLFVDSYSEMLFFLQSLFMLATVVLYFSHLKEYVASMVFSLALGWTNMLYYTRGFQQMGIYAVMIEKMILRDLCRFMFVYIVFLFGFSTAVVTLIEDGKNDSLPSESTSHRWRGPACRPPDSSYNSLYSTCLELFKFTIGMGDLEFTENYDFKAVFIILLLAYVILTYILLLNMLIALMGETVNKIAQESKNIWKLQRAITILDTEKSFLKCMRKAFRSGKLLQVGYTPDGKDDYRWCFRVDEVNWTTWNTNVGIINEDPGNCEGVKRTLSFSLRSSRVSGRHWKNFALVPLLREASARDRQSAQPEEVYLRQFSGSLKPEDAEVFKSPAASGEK
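TRPV1-expressing cells were cultured overnight at 35.5C and loaded with Fluo-8 calcium dye for 40 to 90 min at room temperature. After a 10 s baseline, compound was added and calcium influx was read kinetically for 3 min (ex 480/em 520 nm).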
TSHR antagonist: blocks TSH signaling through the human TSH receptor | P16473 | activity change, negative = inhibition, % at 11.5 µM | TSHR-expressing cells, TSH-stimulated cAMP HTRF, 2 h; hits give low values | 0.2% of 330,000 active;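 active = activity change below a set negative limit, meaning inhibition stronger than a set level, cut at about -70% in these data; inconclusive = activity change between two set negative limits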; note: % is set by controls: 0 for no effect and ±100 for the full control effect
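Freshly harvested TSHR cells receive pin-tooled compound, then EC80 TSH at 4nM final. After 2 hours at 37 deg C, antibody in lysis buffer and cAMP-d2 are added; 30 minutes at ambient temperature precede the HTRF read.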
AT treatment: candidate therapy for ataxia-telangiectasia. […] A-T fibroblasts, KAP-1 phosphorylation AlphaLISA; neocarzinostatin DNA damage 30 min before lysis. 0.19% of 320,000 active. AID 485349. Potency, µM (doses to about 57.5 µM), for inactives: at the highest dose activation, most hits filed as activators; note: potency is the fitted concentration of half-maximal effect; % of control where 0% means no effect; nearly all actives have a fitted effect of over 45% in size
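hTERT-immortalized A-T patient fibroblasts ([…]), 500 cells/well in OPTI-MEM, 1% FBS, got compounds for 60 min, then NCS for 30 min at 37C. Lysates were then assayed for phospho-KAP-1 by AlphaLISA (anti-pKAP1 donor, anti-KAP1 acceptor beads), 6 hr at 25C.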
* = called active by the depositor; ? = inconclusive; / = no result given; [ ] = another dose, or the depositor's remark. Unless noted, calls come from the whole dose curve; as a rule, active = well fitted curve in the direction sought with a large enough effect; inconclusive = small, poorly fitted or top-dose-only effect, or another doubt; inactive = no such curve, though single readings can be large; an effect the other way counts as inactive or inconclusive. Only part of the results is shown, so the mix of outcomes need not match the whole.

SMILES | Eya2 phos inh | USP2a inh | KCNH2 WT inh | Mito fusion act | TCR activator | ELG1 DNA repair | KCNH2 3.1 inh | TRPV1 ag | TSHR antagonist | AT treatment
CCc1ccccc1NC(=O)CN(C1CCCCC1)S(C)(=O)=O | -2% | 2% | 0 | 2% | 5% | -3% | -19 | 3 | -2 | -10%
Cc1ccc(C(=C2C3C=CC2C2C(=O)NC(=O)C32)c2ccc(C)cc2)cc1 (stereo not drawn) | -16% | 1% | -11 | -2% | -1% | -29% | -7 | -1 | -3 | /
CC(C)c1nc(SCC(=O)NC2CCCCC2)c2ccccc2n1 | -15% | -1% | -1 | 12% | 1% | -1% | -13 | ? | 0 | 3%
Cc1ccc(C(=O)Nc2ccc(C(=O)NCC3CCCO3)cc2)cc1 (stereo not drawn) | -4% | 1% | -1 | -1% | / | 10% | 14 | 3 | -6 | 3%
O=C(NCCN1CCOCC1)c1cc(-c2ccccc2)on1 | 3% | 0% | -2 | 0% | -3% | ? | 6 | 3 | -7 | -6%
C/C(=N\NC(=O)c1ccc(-c2ccccc2)cc1)c1cccc(N)c1 | -17% | 0% | 18 | -4% | -2% | -2% | -17 | 3 | -12 | 4%
COCCNC(=S)N(CCc1c(C)[nH]c2ccc(F)cc12)Cc1ccco1 | -3% | -5% | 11 | -14% | -4% | ? | -2 | 9 | 0 | 9%
Cc1cccc(NC(=O)C(=O)NCCc2c[nH]c3ccccc23)c1C | -7% | -2% | -6 | -7% | -2% | 8% | 6 | 19 | 4 | 0%
Cc1nc2ccc(C(=O)N3CCN(Cc4ccccc4)CC3)cc2[nH]1 | -1% | 1% | -1 | 0% | 5% | 3% | -5 | 3 | 0 | 6%
CC(C)(O)C(=O)NN(C(=O)c1ccccc1)c1cccc(Br)c1 | -7% | -1% | 1 | 2% | -15% | 0% | -2 | -3 | 6 | 3%
CCc1c(C(=O)NNC(=S)Nc2ccc(S(=O)(=O)Nc3ncccn3)cc2)csc1C | 5% | 0% | -6 | 3% | -1% | -1% | 22 | 1 | 17 | -3%
CCn1nnnc1SCC(=O)Nc1ccc(OC)cc1 | -24% | 1% | 1 | -1% | 8%[46.1 µM] | ? | 11 | 0 | -2 | 6%
O=C(NCCS(=O)(=O)c1ccc(Cl)cc1)c1ccc(F)cc1 | -1% | 3% | 1 | 18% | 0% | -3% | 7 | ? | -8 | 5%
Cc1ccc(NC(=O)C(CC(C)C)NC(N)=O)cc1Cl (stereo not drawn) | 5% | 4% | 0 | -4% | 0%[46.1 µM] | 8% | 20 | -7 | 29 | -3%
COC(=O)CSc1nnc(CNC(=O)c2ccco2)n1-c1ccc(F)cc1 | 11% | -1% | -21 | -1% | / | 3% | -5 | -3 | 1 | -1%
O=C(CN(c1cccc(C(F)(F)F)c1)S(=O)(=O)c1ccc(Cl)c([N+](=O)[O-])c1)NCc1ccccc1 | -1% | 3% | -30 | -1% | -6%[46.1 µM] | ? | -5 | ? | -33 | -1%
CCOc1ccc(CN(C(=O)c2cccs2)C2CCS(=O)(=O)C2)cc1 (stereo not drawn) | -3% | 3% | 7 | 2% | 4% | 7% | -1 | -1 | 11 | 12%
COc1ccc(CC(=O)N2CC3(C)CC2CC(C)(C)C3)cc1 (stereo not drawn) | 0% | 1% | 13 | 1% | -1% | 6% | 1 | 14 | -4 | -5%
COc1ccc(NC(=O)CSCC(=O)Nc2cc(Cl)ccc2N2CCOCC2)cc1 | -29% | 6% | 7 | 2% | 1% | 3% | -1 | 19 | -5 | 1%
N/C(=N\OC(=O)c1ccc2c(c1)OCO2)c1ccncc1 | -3% | 1% | -17 | 1% | 1% | ? | -4 | ? | 3 | 5%
COc1ccc(C)c2sc(=NC(=O)c3ccc(C(C)=O)cc3)n(C)c12 | 17% | -1% | -6 | 0% | -4% | ? | -4 | / | -8 | 0%
COc1ccc(CCNC(=O)Cn2nc(C(=O)O)c3ccccc3c2=O)cc1OC | -11% | -1% | / | -2% | -6% | 0% | -33 | 0 | 13 | -10%
CC1(C)CC(NC(=O)C2CCN(S(=O)(=O)c3cccc(C(F)(F)F)c3)CC2)CC(C)(C)N1 | 23% | 1% | -2 | -2% | 2% | ? | -6 | -3 | 2 | -6%
O=C(c1ccc(Br)cc1)N1CCCC(c2nc(-c3cccs3)no2)C1 (stereo not drawn) | -1% | 1% | -23 | ? | -5% | 0% | -13 | 9 | 17 | 2%[11.5 µM]
CCCCNC(=O)COc1ccccc1C(=O)c1cc(C#N)c(=O)n(CCOC)c1 | -8% | -1% | 7 | 0% | -3%[46.1 µM] | 7% | -35 | 4 | 2 | 4%
Nc1c(C(=O)NCC2CCCO2)c2nc3ccccc3nc2n1-c1ccccc1 (stereo not drawn) | -6% | 1% | -8 | 2% | -6% | ? | -21 | ? | -4 | 30%
O=C1C2C(C(=O)N1CC1CCCO1)C1C=CC2C12CC2 (stereo not drawn) | / | / | -8 | -3% | 7% | / | -2 | 1 | / | /
Cc1cccc(OC2CCN(Cc3c(C(=O)N4CCCC4)nc4ccccn34)CC2)c1 | -4% | 1% | 32 | 8% | 4% | -15% | -3 | 7 | 5 | -2%[11.5 µM]
COc1ccccc1NS(=O)(=O)c1cc(NC(=O)c2cccc(S(=O)(=O)N(C)C)c2)ccc1N1CCOCC1 | 22% | 3% | -2 | -1% | 7% | 15% | 20 | -3 | -13 | -2%
Cc1ccc(OCC(=O)Nc2ccc(N3CCN(S(C)(=O)=O)CC3)cc2)cc1C | -7% | 2% | -9 | 3% | 4% | 10% | -10 | 2 | -6 | 0%
COCCNC(=O)COC(=O)c1ccc(S(=O)(=O)N2CCOCC2)cc1 | 1% | -2% | -10 | -3% | 1% | 0% | 6 | 0 | -2 | -3%
CCCN(Cc1cc2ccccc2[nH]c1=O)C(=O)c1cccc([N+](=O)[O-])c1 | 3% | 0% | 27 | 4% | 4% | 9% | 15 | 2 | 5 | 11%
CCOc1ccccc1/C=N/NC(=O)CNC(=O)c1ccc(S(=O)(=O)N2CCOCC2)cc1 | 3% | 5% | 0 | -8% | 5%[46.1 µM] | 15% | -13 | -5 | -11 | 2%
COc1cccc(CNCC(O)(c2ccc(Cl)cc2)c2ccc(Cl)cc2)c1 | -4% | -2% | -4 | -29% | 8% | ? | -13 | 10 | -7 | 12%
O=c1c2ccccc2nc(-c2ccco2)n1CCc1ccc(O)cc1 | 9% | -1% | 2 | 26% | 5% | -6% | 15 | ? | -6 | 2%
CC(C)(CNC(=O)CNC(=O)c1ccc(Cl)cc1Cl)N1CCOCC1 | 18% | 1% | -37 | -6% | -3% | 21% | -28 | -2 | 12 | 4%
COc1cc(CN2CCCCCC2)cc(OC)c1 | -16% | -5% | -4 | 4% | 6% | -14% | -24 | 5 | -7 | 1%
Cc1ccc(C2C(C#N)=C(N)N(N(C)C)C3=C2C(=O)CCC3)cc1 (stereo not drawn) | -3% | 2% | 5 | -1% | -6%[46.1 µM] | -2% | 0 | 2 | -5 | 2%
Cc1c(NC(=O)C(C)OC(=O)c2ccc(NC(=O)CC#N)cc2)c(=O)n(-c2ccccc2)n1C (stereo not drawn) | 11% | 0% | 0 | -5% | 5% | 9% | -36 | 2 | 6 | -3%
CC(=O)c1ccc(NC(=S)Nc2cccc(Cl)c2C)cc1 | 9% | 1% | -9 | -3% | 0% | 13% | 7 | -2 | 15 | 4%
CN(C)c1nc(N(C)C)nc(N2CCCCC2)n1 | 0% | 0% | -1 | -5% | -1% | -1% | -11 | -2 | 7 | -5%
CCOC(=O)CSc1nnc(Cn2c(=O)sc3ccccc32)n1C | 0% | 2% | 2 | -7% | -5%[46.1 µM] | 20% | 10 | 2 | 6 | -3%
Cc1ccnc(NC(=O)c2ccc3[nH]c(=O)c(=O)[nH]c3c2)c1 | -9% | -1% | -3 | 1% | 2% | 17% | 9 | -1 | 0 | 2%
COC(=O)c1cc2sc(Cl)cc2n1CC(=O)Nc1cccc(SC)c1 | 4% | 2% | -8 | 5% | 5% | ? | -4 | 17 | -11 | -1%
O=C(CSc1ccc(-c2cccnc2)nn1)Nc1ccc(F)cc1 | 5% | 1% | -2 | 4% | 7% | -2% | 0 | -2 | 36 | -3%
O=C(N/N=C/c1ccc([N+](=O)[O-])cc1)c1ccccc1OCc1ccccc1 | -5% | 0% | 7 | -3% | 2% | ? | 11 | 19 | 18 | 4%
CC(C)Nc1nc(NNc2nc(Cl)nc(NC(C)(C)C)n2)nc(NC(C)C)n1 | ? | 0% | -38 | -6% | 3% | -6% | -27 | -3 | 20 | -1%

Bioassay records as filed in PubChem BioAssay.
